# Screens (PubChem BioAssay)
# PG9 binder – PG9 antibody binding by small molecule | TR-FRET gp120-PG9 antibody binding | inhibition, % at 6.7 µM | 360,000 compounds, 0.43% hits; in the data active means inhibition above about 8.5%
# TDP2 inh – blocks human TDP2 phosphodiesterase activity. O95551. AID 720702. 370,000 compounds, 0.34% hits. inhibition, % at 12.8 µM. recombinant TDP2, T5PNP hydrolysis, p-nitrophenol absorbance 415 nm;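 active means inhibition above the mean of all tested compounds plus 3 SD, set per campaign, cut at about 25% in these data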;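 further: 0% = DMSO with enzyme and 100% = buffer with substrate but no TDP2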
#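 Evaluation: % inhibition relative to enzyme-containing and enzyme-free wells. Material: recombinant human TDP2. Benchmarks: enzyme-free and DMSO wells. Timing: enzyme reaction with compound for 2 h at 37 °C. Compound dosing: 12.8 µM only. Measured by: p-Nitrophenol epi absorbance. Reagent: T5PNP substrate at 5 mM, a TopII-DNA adduct mimic. Replication: single well per compound.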
# UHRF1 MBD2 ctr – blocks human UHRF1 binding to methylated DNA; AID 687016; 370,000 compounds, 0.75% hits; UHRF1 binding to methylated oligo, TR-FRET; inhibition, % at 4.4 µM; Q96T88; in the data active means inhibition above about 21%;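 further: UHRF1 SRA domain binding a hemimethylated CpG hairpin DNA probe; 0% = median of test compound wells and 100% = reference inhibitor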
# mABHD4 FP – inhibits mouse alpha/beta hydrolase domain 4. purified mABHD4, FP-Rh probe fluorescence polarization. inhibition, % at 8.92 µM. 370,000 compounds, 0.54% hits. AID 720543;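 active means inhibition exceeding the mean over every tested compound plus 3 SD, cut at about 30% in these data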;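 further: 0% = plate median of compound wells and 100% = S159A mutant with DMSO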
#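 Test system: mouse ABHD4 enzyme, wild type. Reagent: FP-Rh fluorescent activity-based probe, added after compound pre-incubation. Timing: pre-incubation 45 min, probe exposure 60 min, at 25 °C. Technique: FP readout, ex 525 nm / em 598 nm. Benchmarks: high control S159A mutant with DMSO, low control median of compound wells.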
# HTRA1 inh – inhibitors of human serine peptidase HTRA1 | Q92743 | recombinant HTRA1, FP-rhodamine activity-based probe, fluorescence polarization | inhibition, % at 5.96 µM | 340,000 compounds, 0.5% hits; in the data active means inhibition above about 36%;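 further: 0% = enzyme with DMSO and 100% = wells lacking enzyme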
# SIAE primary – human SIAE inhibition, primary screen; Q9HAT2; SIAE FP-Rh probe binding, fluorescence polarization; inhibition, % at 9.66 µM; 370,000 compounds, 0.69% hits; AID 1053197;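 active means inhibition above a cutoff: mean of compounds within the control limits plus 3 SD of those, cut at about 17% in these data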;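 further: 0% = plate median of compound wells and 100% = probe without SIAE protein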
# Target sequence (Q9HAT2 whole entry, looked up): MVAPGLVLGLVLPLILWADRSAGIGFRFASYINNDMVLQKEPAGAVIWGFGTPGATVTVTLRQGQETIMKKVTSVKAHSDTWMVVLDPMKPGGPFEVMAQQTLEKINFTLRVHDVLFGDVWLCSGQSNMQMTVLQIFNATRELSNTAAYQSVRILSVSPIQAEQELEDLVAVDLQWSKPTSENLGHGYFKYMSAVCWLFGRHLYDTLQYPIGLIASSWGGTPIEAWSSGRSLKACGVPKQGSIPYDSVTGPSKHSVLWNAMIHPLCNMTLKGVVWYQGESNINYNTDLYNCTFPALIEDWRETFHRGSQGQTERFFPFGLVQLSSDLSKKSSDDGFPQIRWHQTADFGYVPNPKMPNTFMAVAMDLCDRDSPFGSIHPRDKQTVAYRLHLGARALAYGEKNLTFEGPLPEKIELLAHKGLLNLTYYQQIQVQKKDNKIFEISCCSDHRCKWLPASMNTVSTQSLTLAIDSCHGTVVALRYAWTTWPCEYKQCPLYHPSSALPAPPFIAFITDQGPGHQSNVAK
# TCR CD3 inh – blocks the human TCR-CD3 interaction. TAMRA-labeled TCR probe fluorescence, biochemical. inhibition, % at 9.4 µM. 360,000 compounds, 0.37% hits. AID 651800; in the data active means inhibition above about 19%;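 further: recombinant mutant TCR 2C K166C tagged with TAMRA read by polarization; 0% = receptor in buffer alone and 100% = receptor with positive control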
# Tn7 DDE FP – inhibitors of Tn7 peptide binding to human fibrin DD(E); FP displacement of FITC-Tn7 peptide from fibrin DD(E); 0% = median of compound wells per plate; inhibition, % at 8.3 µM; 370,000 compounds, 0.13% hits; AID 720508;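 active means inhibition above the mean of compounds falling within the control limits plus 3 SD of them, cut at about 14% in these data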;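 further: 0% = plate median of compound wells and 100% = 10 µM Aha-Tn7 peptide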
# Target sequence (P02675 whole entry, looked up): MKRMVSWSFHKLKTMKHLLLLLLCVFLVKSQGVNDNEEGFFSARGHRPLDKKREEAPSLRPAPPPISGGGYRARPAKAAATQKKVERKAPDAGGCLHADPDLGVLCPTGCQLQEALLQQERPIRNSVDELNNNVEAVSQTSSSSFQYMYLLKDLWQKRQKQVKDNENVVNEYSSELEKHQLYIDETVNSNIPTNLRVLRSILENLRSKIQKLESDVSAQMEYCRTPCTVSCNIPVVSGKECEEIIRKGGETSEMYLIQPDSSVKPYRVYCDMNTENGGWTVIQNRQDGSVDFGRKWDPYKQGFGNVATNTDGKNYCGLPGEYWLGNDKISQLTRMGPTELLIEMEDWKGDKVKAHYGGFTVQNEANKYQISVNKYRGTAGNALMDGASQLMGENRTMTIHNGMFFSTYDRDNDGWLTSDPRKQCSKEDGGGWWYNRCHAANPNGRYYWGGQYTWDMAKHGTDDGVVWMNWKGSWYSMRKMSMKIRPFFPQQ
#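 Measure: % inhibition scaled between sample-field median and high-control FP; Test system: human fibrin DD(E); Quantity: 2 µM final DD(E) protein; Doses: one dose, 8.3 µM nominal; Schedule: compound with protein 10 min, then 3 h after probe, room temperature; Detection: fluorescence polarization; Medium: Tris buffer with calcium and detergent, pH 7.8.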
# LEDGF integ inh – blocks HIV-1 LEDGF/p75-dependent DNA integration. TR-FRET IN-LEDGF/p75 DNA integration, Eu/Cy5. inhibition, % at 3.7 µM. 370,000 compounds, 0.64% hits. AID 743269;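 active means inhibition above the screen-wide mean plus 3 SD, cut at about 13% in these data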;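 further: signal is the Cy5 over europium emission ratio at 671 and 618 nm; 0% = plate median of compound wells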
# PRMT1 FP inh – PRMT1 (human) inhibition, primary screen | Q99873 | recombinant PRMT1, activity-based probe fluorescence polarization | inhibition, % at 2.79 µM | 370,000 compounds, 1.3% hits | AID 652257;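 active means inhibition above about 21% made by adding two undisclosed values, limit read from the data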
# An asterisk follows results filed as active; . = no result given.
SMILES,PG9 binder,TDP2 inh,UHRF1 MBD2 ctr,mABHD4 FP,HTRA1 inh,SIAE primary,TCR CD3 inh,Tn7 DDE FP,LEDGF integ inh,PRMT1 FP inh
O=C(O)CCCN1C(=O)c2cccc3cccc(c23)C1=O,-2.2,11,-1,-5,4,-6,-4,-3,1,0
CC(NC(=O)c1ccccc1Br)c1nnc(SCc2ccc([N+](=O)[O-])cc2)n1C (stereo not given),-2.0,5,-1,-4,-7,-1,0,-4,2,0
CSc1ccc(S(=O)(=O)N2CCC(C(=O)NCCCn3ccnc3)CC2)cc1,-2.5,10,2,1,-2,0,3,5,1,-6
C=CCn1c(SCCC(=O)O)nnc1-c1cccs1,-3.4,0,1,3,-2,0,0,4,-2,1
Cc1nn2c(-c3ccncc3)ccnc2c1Br,1.2,15,-4,2,-1,-2,3,-3,-1,0
CCOC(=O)c1ccc(NC(=O)OC[C@@H]2CSCCS(=O)(=O)N2)cc1,-1.2,4,3,-3,.,2,-2,7,2,5
Cc1ccc(NC(=O)N2CCC(c3ccccc3)C2)cc1C (stereo not given),0.1,-6,-2,-4,-8,0,5,-1,-1,-1
CCC1(C)Cc2c(sc3nc(NN)n(C)c(=O)c23)CO1 (stereo not given),-0.1,-3,-3,11,21,1,2,5,1,-1
O=C(Nc1ccc(C(=O)N2CCCC2)cc1)C1CC1,-2.3,8,1,-2,15,2,2,3,-3,-3
Cc1oc(-c2cccc(Cl)c2)nc1CN1CCC(C(=O)NCc2cccnc2)CC1,-0.2,0,3,-7,3,5,3,-12,9,-3
CCCNc1c(NS(=O)(=O)c2ccc(C)cc2C)c(=O)oc2ccccc12,-2.6,2,-1,5,-16,5,-5,-2,1,4
C/C(=N\Nc1nc(Cl)c(Cl)cc1Cl)c1ccc(S(=O)(=O)NCc2ccco2)cc1,-2.6,-4,-4,6,-45,-4,0,-1,1,-3
COc1ccccc1N1C(=O)CC(Sc2ccccc2N)C1=O (stereo not given),-0.6,7,3,5,2,-9,0,10,-1,3
CC(C)CCn1nnnc1C(c1ccccc1)N1CCC(C(N)=O)CC1 (stereo not given),-1.3,3,-3,-2,3,4,0,6,2,-1
COc1ccc(OC)c(NC(=O)C(=O)N/N=C/c2ccccc2[N+](=O)[O-])c1,-0.2,9,-1,-2,-7,1,0,-4,-1,2
O=C(/C=C/c1ccc(Cl)cc1)NCc1ccncc1,-2.3,-1,-1,3,-8,-4,-3,3,1,-2
Cc1cc(C)n(-c2ccc(C(=O)Nc3ccc(S(=O)(=O)N(C)C)cc3)cc2)n1,-1.8,6,0,-7,-4,-7,2,2,0,-4
COC(=O)COc1ccc(S(=O)(=O)N2CCN(c3ccccc3)CC2)cc1,-2.1,2,-1,1,-2,1,-1,-8,2,-3
CC(C)Oc1ccc(CN2CCC2(C)C(=O)Nc2cccc(Oc3ccccc3)c2)cc1 (stereo not given),-0.5,-4,1,-14,.,8,1,5,-1,-1
Cc1ccc(CSC2=NCCN2C(=O)C(C)Oc2ccccc2)cc1 (stereo not given),0.6,7,0,-1,1,2,7,9,2,-2

# Sorted by number of heavy atoms (smallest number first): part of the list above
SMILES,PG9 binder,TDP2 inh,UHRF1 MBD2 ctr,mABHD4 FP,HTRA1 inh,SIAE primary,TCR CD3 inh,Tn7 DDE FP,LEDGF integ inh,PRMT1 FP inh
O=C(/C=C/c1ccc(Cl)cc1)NCc1ccncc1,-2.3,-1,-1,3,-8,-4,-3,3,1,-2
CCC1(C)Cc2c(sc3nc(NN)n(C)c(=O)c23)CO1 (stereo not given),-0.1,-3,-3,11,21,1,2,5,1,-1
Cc1ccc(NC(=O)N2CCC(c3ccccc3)C2)cc1C (stereo not given),0.1,-6,-2,-4,-8,0,5,-1,-1,-1
COc1ccccc1N1C(=O)CC(Sc2ccccc2N)C1=O (stereo not given),-0.6,7,3,5,2,-9,0,10,-1,3
Cc1ccc(CSC2=NCCN2C(=O)C(C)Oc2ccccc2)cc1 (stereo not given),0.6,7,0,-1,1,2,7,9,2,-2
CC(C)CCn1nnnc1C(c1ccccc1)N1CCC(C(N)=O)CC1 (stereo not given),-1.3,3,-3,-2,3,4,0,6,2,-1
COc1ccc(OC)c(NC(=O)C(=O)N/N=C/c2ccccc2[N+](=O)[O-])c1,-0.2,9,-1,-2,-7,1,0,-4,-1,2
Cc1cc(C)n(-c2ccc(C(=O)Nc3ccc(S(=O)(=O)N(C)C)cc3)cc2)n1,-1.8,6,0,-7,-4,-7,2,2,0,-4
C/C(=N\Nc1nc(Cl)c(Cl)cc1Cl)c1ccc(S(=O)(=O)NCc2ccco2)cc1,-2.6,-4,-4,6,-45,-4,0,-1,1,-3
Cc1oc(-c2cccc(Cl)c2)nc1CN1CCC(C(=O)NCc2cccnc2)CC1,-0.2,0,3,-7,3,5,3,-12,9,-3
CC(C)Oc1ccc(CN2CCC2(C)C(=O)Nc2cccc(Oc3ccccc3)c2)cc1 (stereo not given),-0.5,-4,1,-14,.,8,1,5,-1,-1

# Fetched by compound from the entries so far (two):
SMILES,PG9 binder,TDP2 inh,UHRF1 MBD2 ctr,mABHD4 FP,HTRA1 inh,SIAE primary,TCR CD3 inh,Tn7 DDE FP,LEDGF integ inh,PRMT1 FP inh
Cc1nn2c(-c3ccncc3)ccnc2c1Br,1.2,15,-4,2,-1,-2,3,-3,-1,0
CC(C)Oc1ccc(CN2CCC2(C)C(=O)Nc2cccc(Oc3ccccc3)c2)cc1 (stereo not given),-0.5,-4,1,-14,.,8,1,5,-1,-1

# (list continues)
SMILES,PG9 binder,TDP2 inh,UHRF1 MBD2 ctr,mABHD4 FP,HTRA1 inh,SIAE primary,TCR CD3 inh,Tn7 DDE FP,LEDGF integ inh,PRMT1 FP inh
CC(C)C(CCNC(=O)CC(Cc1ccccc1)c1ccco1)c1ccco1 (stereo not given),2.0,4,2,-1,-37,-5,1,3,3,7
COc1ccc(/C(C)=N/NC(=S)NCCc2ccccc2)c(O)c1,-1.4,-7,1,8,21,25*,22*,4,-4,7
Cc1oc2c(c1C(=O)NCc1ccccc1)CCCC2,-1.9,11,3,1,-3,6,2,7,0,1
COc1cc(/C=N/NC(=O)C2C3CCCCC32C)cc(Br)c1O (stereo not given),-2.2,5,-1,21,6,13,0,-4,2,0
CC(C)Cn1c(N)c(C(=O)CSc2nccn2C)c(=O)n(C)c1=O,-1.0,-4,4,-9,-2,-1,0,7,-5,4
O=S(=O)(c1ccccc1)N1N=C(c2cccs2)CC1c1cccc(O)c1 (stereo not given),-3.8,-12,16,-14,-16,-3,0,-2,3,-3
COc1ccc(CNCC(O)(c2ccccc2)c2ccc(F)cc2)cc1 (stereo not given),0.2,-9,1,1,3,-14,3,1,-3,3
CCc1cc2c(C)ccc(C)c2nc1SCC(=O)Nc1c[nH]c(=O)[nH]c1=O,6.5,7,-1,1,-4,-6,6,0,2,-8
Cc1cc(C(=O)CSc2nnc(N)s2)c(C)n1Cc1cccs1,0.0,-6,0,1,-5,-1,2,1,2,1
O=C(O)c1cccc(N(CCO)CCO)c1,-0.8,2,-3,2,3,-1,2,-5,-2,-1
CCSc1nnc2c(n1)OC1(CCCC1)Nc1ccccc1-2,-1.7,-10,-3,1,1,-1,-4,5,0,-6
O=C(Nc1ccc(-n2cnnn2)cc1)c1cc(S(=O)(=O)N2CCCC2)ccc1Cl,-1.4,-14,-1,-10,-6,5,-1,5,1,-1
O=C(NCCC(=O)N1CCN(c2ncccn2)CC1)c1ccccc1,-2.1,-3,-1,2,5,14,4,6,0,-3
O=C(Nc1ccc2c(c1)Cc1ccccc1-2)c1ccco1,0.7,-3,-3,-9,-24,-10,6,7,3,1
COc1ccc(CC(=O)NC(C)c2nnc(SCC(=O)Nc3cc(C)ccc3OC)n2C)cc1 (stereo not given),2.0,6,0,0,3,5,-2,-1,-5,4
COn1c(-c2ccccc2)nc2c1CCc1c-2no[n+]1[O-],-1.3,5,3,-2,-1,-2,7,4,-1,0
COc1ccc(CN2C/C(=C/c3ccc(C)cc3)N3C(=O)C[C@@H](c4ccccc4)N=C23)c(OC)c1,.,2,-6,-7,.,4,.,2,0,-1
Cc1ccc(S(=O)(=O)N2C[C@H]3C(=O)C[C@@H](c4ccc(Cl)cc4)N(S(=O)(=O)c4ccccc4C)[C@H]3C[C@H]2c2cccc(Cl)c2)cc1,-2.0,-5,1,-12,-31,-20,-2,-3,-2,-2
CCOc1ccccc1NC(=O)C1CC2CCCC(C1)C2=O (stereo not given),-0.6,4,0,2,7,-3,5,-2,2,1
CCOC(=O)C1=C(N)OC2=C(C(=O)CC(C)(C)C2)C1c1cccs1 (stereo not given),0.9,6,-1,6,-2,5,-7,4,4,1
COC(=O)c1c(NC(=O)C2CCC2)sc(C(=O)N(C)C)c1C,0.4,3,0,-4,-7,2,0,5,-2,-1
O=C(O)CSc1nc2ccccc2s1,-1.5,24,0,3,2,3,9,0,1,-7
O=C(NCC(c1ccco1)N1CCCCC1)c1cccc(NS(=O)(=O)c2ccc(Br)cc2)c1 (stereo not given),0.1,0,-3,-1,-25,-9,1,12,1,-3
Cc1cc(-n2nc(C)cc2C)n2nc(C)c(-c3ccccc3)c2n1,-2.7,4,-2,1,3,-4,1,-10,-1,-2
O=C(COC(=O)c1ccc(F)cc1F)Nc1ccc2c(c1)OCO2,-1.1,-5,-1,-1,12,4,2,-7,-1,-5
O=C(C1CC1)N1CCN=C1SCc1cccc(C(F)(F)F)c1,0.1,8,18,-4,-2,8,3,-7,0,0
C[N+](C)(C)CCN1CCc2ccccc21,-0.5,4,-1,-1,.,4,-5,2,11,-5
CCN(CC)S(=O)(=O)c1ccc(Cl)c(C(=O)Nc2ccc(Cl)cc2[N+](=O)[O-])c1,-2.1,-9,3,16,-5,-2,-4,-13,0,0
O=C(OC(C(=O)NC1CCCC1)c1ccc(F)cc1)c1ccno1 (stereo not given),-4.0,5,2,0,-1,10,-2,-4,-1,-1
CC(C)(C)C(=O)Nc1ccc(F)cc1[N+](=O)[O-],-3.2,-7,0,1,7,2,2,1,-1,-5
O=[N+]([O-])c1cccc(/C=N/Nc2nc(N3CCCCC3)nc(N3CCCCC3)n2)c1,0.7,-4,0,8,-1,4,6,-1,8,-4
O=C(CSCC(=O)NC1CC1)Nc1ccc2ccccc2c1,-1.1,-2,-1,-9,1,2,-9,4,-2,2
CC(C)CCn1c(=O)c2sccc2n2c(CCCC(=O)N3CCC(N4CCCCC4)CC3)nnc12,0.0,-5,1,0,-1,2,0,0,0,1
COc1cccc(NC(=O)CN2C(=O)NC3(CCCc4ccccc43)C2=O)c1 (stereo not given),-0.1,0,3,3,0,6,0,7,-1,0
